CRFBP-R2 block: CRF-BP/CRF-R2 complex antagonism | HEK293 CRF-R2/CRF-BP, CRF-induced calcium fluorescence | 350,000 compounds, 0.59% hits | AID 588475 | inhibition, % at 11.8 µM;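 active = inhibition of the ligand-induced calcium signal above about 50% at the single tested concentration, limit read from the data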
M1 PAM parental: nonselective activator or artifact in parental CHO-K1 calcium assay; AID 602247; activation, % at 3 µM; ATP EC20, Fluo-8 calcium fluorescence; 0% at ATP EC20, 100% at ATP max; 360,000 compounds, 0.02% hits;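 active = activation above the run cutoff, the mean activation of all test compounds plus 3 SD, cut at about 40% in these data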;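 note: peak over basal fluorescence ratio in a 140 s read after ATP addition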
CHRM4 PAM: potentiates acetylcholine response at human M4 receptor. activation, % at 3 µM. P08173. 360,000 compounds, 0.4% hits. CHO-K1 hM4/Gqi5, Fluo-8 calcium fluorescence, ACh EC20; 0% = ACh EC20, 100% = maximal ACh;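 active = activation above its plate's cutoff, the mean activation of sample wells plus 3 SD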; note: some results filed as inactive read as strong as hits
CRFBP-R2 agonist: CRF-BP/CRF-R2 complex agonism. HEK293 CRF-R2/CRF-BP, calcium dye fluorescence (FLIPR); percent of saturating CRF peptide response. activation, % at 13.2 µM. 350,000 compounds, 0.46% hits. AID 588473;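 active = activation of at least 50%, plus an integration ratio under a set limit after plate pattern correction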;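 note: plate controls were neutral control wells without compound for no effect and CRF at EC100 for full effect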
TAAR1 antagonist: human TAAR1 antagonism; inhibition, % at 3 µM; CHO RD-HGA16 TAAR1, Fluo-8 calcium fluorescence, antagonist; Q96RJ0; 360,000 compounds, 1.5% hits; AID 624466;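 active = inhibition above a per-plate cutoff, the mean inhibition of test compounds on that plate plus 3 SD, cut at about 49% in these data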;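 note: 0% = DMSO plus EC80 beta-PEA response and 100% = DMSO alone without agonist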
Target sequence (Q96RJ0 whole entry, looked up): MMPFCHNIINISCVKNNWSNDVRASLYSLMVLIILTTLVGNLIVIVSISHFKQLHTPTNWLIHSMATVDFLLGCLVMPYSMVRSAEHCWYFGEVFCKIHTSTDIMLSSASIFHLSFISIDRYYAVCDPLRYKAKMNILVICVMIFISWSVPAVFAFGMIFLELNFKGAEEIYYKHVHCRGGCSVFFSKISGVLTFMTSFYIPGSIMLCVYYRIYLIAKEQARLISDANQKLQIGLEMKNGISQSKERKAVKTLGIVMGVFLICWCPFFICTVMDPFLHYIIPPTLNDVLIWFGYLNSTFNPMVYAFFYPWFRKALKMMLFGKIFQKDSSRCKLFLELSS
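Test system: CHO RD-HGA16 cells bearing hTAAR1 | Reagent: β-PEA, EC80 | Compound dosing: 3 µM, single point | Schedule: Dye loading 75 min at 37 °C, then 30 min room temperature | Signal: Calcium fluorescence with Fluo-8 | Evaluation: Percent inhibition of PEA-evoked calcium signal, max/basal emission ratio | Control set: DMSO-only wells and EC80 β-PEA-stimulated wells | Repeats: Singlicate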
M5 antag: CHRM5 antagonism in calcium assay; P08912; CHO-hM5 cells, Fluo-8 calcium fluorescence, ACh EC80; inhibition, % at 3 µM; 360,000 compounds, 0.59% hits; AID 624040;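 active = inhibition above a per-plate cutoff, the mean of that plate's test compounds plus 3 SD, cut at about 27% in these data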;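 note: 0% = acetylcholine EC80 with DMSO and 100% = DMSO without agonist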
Target sequence (P08912 whole entry, looked up): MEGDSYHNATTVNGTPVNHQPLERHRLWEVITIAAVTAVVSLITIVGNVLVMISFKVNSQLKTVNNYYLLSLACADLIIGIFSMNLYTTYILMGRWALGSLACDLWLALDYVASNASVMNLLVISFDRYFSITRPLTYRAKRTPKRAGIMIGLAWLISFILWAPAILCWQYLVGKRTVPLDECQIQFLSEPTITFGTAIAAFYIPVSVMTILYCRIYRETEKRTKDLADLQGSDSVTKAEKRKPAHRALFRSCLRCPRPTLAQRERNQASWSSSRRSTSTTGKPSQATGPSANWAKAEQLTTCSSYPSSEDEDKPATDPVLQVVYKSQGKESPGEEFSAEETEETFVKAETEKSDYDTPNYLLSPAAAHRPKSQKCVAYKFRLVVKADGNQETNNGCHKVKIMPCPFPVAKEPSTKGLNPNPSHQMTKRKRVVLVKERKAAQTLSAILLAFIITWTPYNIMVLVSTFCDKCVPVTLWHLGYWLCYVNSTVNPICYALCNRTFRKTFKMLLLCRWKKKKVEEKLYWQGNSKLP
M5 PAM: positive allosteric modulators of human muscarinic M5 receptor. P08912. CHO-K1 hM5, Fluo-8 calcium, ACh EC20 PAM; 0% = ACh EC20, 100% = ACh EC100. activation, % at 3 µM. 360,000 compounds, 0.3% hits;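 active = activation above the run cutoff, the mean activation of all test compounds plus 3 SD, cut at about 18% in these data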
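system = human M5 receptor in CHO-K1 cells | compound = one concentration, 3 µM final (nominal) | schedule = Post-acetylcholine fluorescence recording 140 s | signal = Fluo-8 calcium dye fluorescence, kinetic read | benchmarks = low control EC20 acetylcholine (0%), high control EC100 acetylcholine (100%) | repeats = singlicate, one well per test compound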
CHRM5 agonist: CHRM5 agonism in calcium assay | P08912 | CHO-K1 hM5 cells, Fluo-8 calcium fluorescence; 0% DMSO wells, 100% maximal acetylcholine response | activation, % at 3 µM | 360,000 compounds, 0.19% hits | AID 624037;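 active = activation above the run's mean over test compounds plus 3 SD, cut at about 23% in these data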;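 note: signal is peak over basal fluorescence ratio across the kinetic read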
TAAR1 ag: human TAAR1 agonism; CHO RD-HGA16 TAAR1, Fluo-8 calcium fluorescence; vehicle wells 0%, saturating PEA agonist 100%; activation, % at 3 µM; 360,000 compounds, 0.99% hits;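 active = activation above the mean activation of all test compounds in the run plus 3 SD, cut at about 38% in these data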
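test system = CHO RD-HGA16 cells carrying human TAAR1 plus Gα16 | schedule = 17-24 h seeding, 75 min 37 °C dye, 30 min RT | compound dosing = 3 µM single concentration | control set = DMSO and PEA EC100 | replicates = n 1 | signal = Fluo-8 fluorescence, 5 s baseline then 140 s kinetic read | measure = percent activation vs PEA EC100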
* hit, by the source's call.

CN(CC(=O)Nc1ccccc1Cl)CC(=O)Nc1ccccc1[N+](=O)[O-] was read as CRFBP-R2 block -1, M1 PAM parental -4, CHRM4 PAM -1, CRFBP-R2 agonist -0.4, TAAR1 antagonist -4, M5 antag 9, M5 PAM -7, CHRM5 agonist -1 and TAAR1 ag 3.
`O=C(Nc1c2c(nn1-c1ccc(Cl)cc1)CS(=O)(=O)C2)c1ccc2c(c1)OCO2` gave CRFBP-R2 block -13, M1 PAM parental 3, CHRM4 PAM 2, CRFBP-R2 agonist -0.4, TAAR1 antagonist -3, M5 antag -4, M5 PAM -1, CHRM5 agonist 2 and TAAR1 ag 8.
For COc1ccc(S(=O)(=O)NC(CC(=O)N2CCc3ccccc32)c2ccco2)cc1 (stereo not given) the results were CRFBP-R2 block 3, M1 PAM parental 18, CHRM4 PAM 0, CRFBP-R2 agonist -2.1, TAAR1 antagonist 8, M5 antag -7, M5 PAM -1, CHRM5 agonist -4 and TAAR1 ag 2.
`COc1ccccc1CC(=O)Nc1ccccc1C(=O)O` gave CRFBP-R2 block -15, M1 PAM parental 11, CHRM4 PAM 2, CRFBP-R2 agonist 2.6, TAAR1 antagonist -3, M5 antag -6, M5 PAM 5, CHRM5 agonist 2 and TAAR1 ag 1.
`CC(C)C1CC(CCNCc2ccc(N(C)C)cc2)(c2ccccc2)CCO1` (stereo not given) gave CRFBP-R2 block 7, M1 PAM parental 31, CHRM4 PAM -22, CRFBP-R2 agonist 2.3, TAAR1 antagonist -10, M5 antag -6, M5 PAM -1, CHRM5 agonist 6 and TAAR1 ag 4.
`Cc1nc2c(sc3nc4c(cc32)COC(C)(C)C4)c(=O)o1` gave CRFBP-R2 block 15, M1 PAM parental 7, CHRM4 PAM 6, CRFBP-R2 agonist 0.9, TAAR1 antagonist 5, M5 antag 1, M5 PAM -4, CHRM5 agonist 3 and TAAR1 ag 6.
COc1ccc(-c2ccc(-c3cc(=O)oc4cc(OC)c(OC)c(OC)c34)cc2)cc1OC was read as CRFBP-R2 block 6, M1 PAM parental -2, CHRM4 PAM -6, CRFBP-R2 agonist 2.8, TAAR1 antagonist 10, M5 antag -2, M5 PAM 1, CHRM5 agonist -1 and TAAR1 ag 4.
Screening CC(C)C(=O)N1CCC1(C)C(=O)Nc1ccccc1OC(F)F (stereo not given) returned M1 PAM parental 3, CHRM4 PAM -1, TAAR1 antagonist -9, M5 antag 13, M5 PAM 1, CHRM5 agonist 1 and TAAR1 ag 1.
Screening CCOC(=O)C(=O)Cc1nc2ccccc2s1 returned CRFBP-R2 block -3, M1 PAM parental 14, CHRM4 PAM -8, CRFBP-R2 agonist 1.1, TAAR1 antagonist 2, M5 antag 12, M5 PAM -6, CHRM5 agonist 0 and TAAR1 ag 1.
O=C(CN1CCOc2ccccc21)NCc1ccccc1 was read as CRFBP-R2 block 3, M1 PAM parental -4, CHRM4 PAM 1, CRFBP-R2 agonist -3.4, TAAR1 antagonist -9, M5 antag -4, M5 PAM 3, CHRM5 agonist 0 and TAAR1 ag 1.
`COCCNC(=S)N(CCO)Cc1cc2cc3c(cc2[nH]c1=O)OCCO3` gave CRFBP-R2 block -4, M1 PAM parental -12, CHRM4 PAM 2, CRFBP-R2 agonist -1.2, TAAR1 antagonist -8, M5 antag -4, M5 PAM 3, CHRM5 agonist 1 and TAAR1 ag 0.
For COc1ccccc1NC(=O)c1ccc(NS(=O)(=O)c2c(C)noc2C)cc1 the results were CRFBP-R2 block -5, M1 PAM parental -6, CHRM4 PAM -3, CRFBP-R2 agonist -0.2, TAAR1 antagonist 4, M5 antag 1, M5 PAM -6, CHRM5 agonist -6 and TAAR1 ag 0.
Screening Cc1ccc2c(CN3C(=O)NC4(CCCCC4)C3=O)cc(=O)oc2c1C returned CRFBP-R2 block -48, M1 PAM parental -1, CHRM4 PAM -2, CRFBP-R2 agonist 5.1, TAAR1 antagonist 14, M5 antag -4, M5 PAM 4, CHRM5 agonist 0 and TAAR1 ag 4.
CCOC(=O)N1CCC(Nc2c(-c3ccc(C)cc3)c(=O)c2=O)CC1 was read as CRFBP-R2 block 3, M1 PAM parental 16, CHRM4 PAM -2, CRFBP-R2 agonist -0.9, TAAR1 antagonist 1, M5 antag 0, M5 PAM -8, CHRM5 agonist -3 and TAAR1 ag 9.
Screening CCCCNC(=O)C1(C)CCN1C(=O)c1csnn1 (stereo not given) returned M1 PAM parental -3, CHRM4 PAM -3, TAAR1 antagonist -19, M5 antag 18, M5 PAM -12, CHRM5 agonist -1 and TAAR1 ag 2.
`CC(O)(CS(=O)(=O)Cc1cccc(C(F)(F)F)c1)C(=O)Nc1cccc(C(F)(F)F)c1` (stereo not given) gave CRFBP-R2 block -12, M1 PAM parental 28, CHRM4 PAM 8, CRFBP-R2 agonist -0.8, TAAR1 antagonist 5, M5 antag -5, M5 PAM -4, CHRM5 agonist 9 and TAAR1 ag 16.
`CCOc1ccccc1N1C(=O)CN(Cc2ccc(OC)c(OC)c2)C1=S` gave CRFBP-R2 block 12, M1 PAM parental 5, CHRM4 PAM -7, CRFBP-R2 agonist -2.1, TAAR1 antagonist 8, M5 antag 4, M5 PAM -10, CHRM5 agonist 0 and TAAR1 ag 4.
For CCOc1ccc(NC(=O)CSc2nnc(Cc3csc(C)n3)o2)cc1 the results were CRFBP-R2 block -7, M1 PAM parental 19, CHRM4 PAM 0, CRFBP-R2 agonist 4.4, TAAR1 antagonist -17, M5 antag 0, M5 PAM 1, CHRM5 agonist 1 and TAAR1 ag 1.
Screening Cc1cccc(NC(=O)CCNC(=O)c2ccco2)c1C returned CRFBP-R2 block 9, M1 PAM parental 14, CHRM4 PAM 0, CRFBP-R2 agonist -1.1, TAAR1 antagonist 18, M5 antag 0, M5 PAM -1, CHRM5 agonist -4 and TAAR1 ag 3.
COC(=O)c1scc(C)c1NC(=O)/C=C/C(=O)O was read as CRFBP-R2 block -10, M1 PAM parental -5, CHRM4 PAM -31, CRFBP-R2 agonist -1.0, TAAR1 antagonist -6, M5 antag 4, M5 PAM -15, CHRM5 agonist 5 and TAAR1 ag 0.

2 successive compounds already listed, quoted:
Screening Cc1cccc(NC(=O)CCNC(=O)c2ccco2)c1C returned CRFBP-R2 block 9, M1 PAM parental 14, CHRM4 PAM 0, CRFBP-R2 agonist -1.1, TAAR1 antagonist 18, M5 antag 0, M5 PAM -1, CHRM5 agonist -4 and TAAR1 ag 3.
COC(=O)c1scc(C)c1NC(=O)/C=C/C(=O)O was read as CRFBP-R2 block -10, M1 PAM parental -5, CHRM4 PAM -31, CRFBP-R2 agonist -1.0, TAAR1 antagonist -6, M5 antag 4, M5 PAM -15, CHRM5 agonist 5 and TAAR1 ag 0.

The results go on.
For CC(=O)Nc1ccc(OCC=C(Cl)Cl)cc1 the results were CRFBP-R2 block -3, M1 PAM parental 5, CHRM4 PAM 13, CRFBP-R2 agonist 0.1, TAAR1 antagonist 0, M5 antag 13, M5 PAM -5, CHRM5 agonist -1 and TAAR1 ag 0.
Screening Cc1ccc(CCNC(=O)C2=CCN(S(=O)(=O)c3ccccc3)CC2)cc1 returned CRFBP-R2 block -7, M1 PAM parental -4, CHRM4 PAM -2, CRFBP-R2 agonist -0.1, TAAR1 antagonist 7, M5 antag -7, M5 PAM 13, CHRM5 agonist 1 and TAAR1 ag 4.
`CCN1CCN(CCCNC(=O)c2ccc(/C=C3/Oc4ccccc4N(Cc4cccc(C)c4)C3=O)cc2)CC1` gave CRFBP-R2 block -10, M1 PAM parental 6, CHRM4 PAM -2, CRFBP-R2 agonist -0.2, M5 antag 0, M5 PAM -6 and CHRM5 agonist -9.
For COc1ccc(C)cc1S(=O)(=O)N1CCN(c2cccc(C(F)(F)F)c2)CC1 the results were CRFBP-R2 block 12, M1 PAM parental -6, CHRM4 PAM -3, CRFBP-R2 agonist 1.0, TAAR1 antagonist 23, M5 antag 7, M5 PAM -7, CHRM5 agonist -2 and TAAR1 ag 8.
Screening CN(C)c1ccc(-c2ccnc3c2CC(C)(C(=O)Nc2cccc(C(F)(F)F)c2)O3)cc1 (stereo not given) returned M1 PAM parental 15, CHRM4 PAM 2, TAAR1 antagonist 5, M5 antag -3, M5 PAM -4, CHRM5 agonist 1 and TAAR1 ag -2.
For Fc1cccc(Cl)c1CNc1ccc(N2CCCC2)cc1 the results were CRFBP-R2 block -2, M1 PAM parental 14, CHRM4 PAM 1, CRFBP-R2 agonist -2.5, TAAR1 antagonist -12, M5 antag 11, M5 PAM -6, CHRM5 agonist -2 and TAAR1 ag 0.
Screening COC(=O)c1ccc(C(=O)NC(=S)Nc2ccc3nc(SC)sc3c2)cc1 returned CRFBP-R2 block -20, M1 PAM parental 2, CHRM4 PAM 0, CRFBP-R2 agonist 2.3, TAAR1 antagonist -10, M5 antag -2, M5 PAM -1, CHRM5 agonist 0 and TAAR1 ag 7.
Screening CCCCCCC1CC(CCc2nc(=S)[nH][nH]2)C(=O)O1 (stereo not given) returned CRFBP-R2 block -18, M1 PAM parental 4, CHRM4 PAM -9, CRFBP-R2 agonist 0.4, TAAR1 antagonist -12, M5 antag 4, M5 PAM -5, CHRM5 agonist -2 and TAAR1 ag 4.
O=C(Nc1ccc(-c2n[nH]c(=S)o2)cc1)c1ccccc1Br was read as CRFBP-R2 block 2, M1 PAM parental 5, CHRM4 PAM 5, CRFBP-R2 agonist -0.2, TAAR1 antagonist -14, M5 antag 8, M5 PAM 1, CHRM5 agonist -2 and TAAR1 ag 0.
For COc1ccc(/C=N/NC(=O)c2ccc3ccccc3c2)cc1OS(=O)(=O)c1ccc(NC(C)=O)cc1 the results were CRFBP-R2 block 6, M1 PAM parental -2, CHRM4 PAM -17, CRFBP-R2 agonist 7.8, TAAR1 antagonist 74*, M5 antag 13, M5 PAM -17, CHRM5 agonist 1 and TAAR1 ag 12.
CCC(=O)N1CCc2cc(S(=O)(=O)NCCN3CCCCC3CC)ccc21 (stereo not given) was read as CRFBP-R2 block -9, M1 PAM parental 13, CHRM4 PAM 1, CRFBP-R2 agonist 1.2, TAAR1 antagonist -12, M5 antag -9, M5 PAM 24*, CHRM5 agonist -10 and TAAR1 ag 2.
Screening CCN(CC)C(=O)Cn1cc(S(=O)(=O)CC(=O)Nc2ccc(F)cc2)c2ccccc21 returned CRFBP-R2 block -5, M1 PAM parental 12, CHRM4 PAM -1, CRFBP-R2 agonist 0.6, TAAR1 antagonist -20, M5 antag -1, M5 PAM 1, CHRM5 agonist -4 and TAAR1 ag 0.
Screening CNS(=O)(=O)c1cnccc1N1CCN(c2cccc(C)c2)CC1 returned CRFBP-R2 block 5, M1 PAM parental 21, CHRM4 PAM 18, CRFBP-R2 agonist 0.1, TAAR1 antagonist -8, M5 antag 12, M5 PAM 3, CHRM5 agonist -1 and TAAR1 ag 5.

Compound activity from PubChem.
